Assay outcomes: PubChem, National Center for Advancing Translational Sciences (NCATS)
KDM5B inhibitor: blocks human KDM5B histone demethylase activity | 220,000 tested, 2.6% active | KDM5B demethylase, FDH-coupled NADH fluorescence (FDH is formaldehyde dehydrogenase) | Potency, µM (series often up to 57.7 µM), for the others: at the highest dose activity change, negative = inhibition, actives largely listed as inhibitors | Q9UGL1; active = well fitted inhibition curve with a large enough effect; inconclusive = small, poorly fitted or top-dose-only effect; inactive = no such curve, though single readings can be large or run the other way; note: 0% is about no effect; nearly all actives have a fitted effect of over 70% in size
Target sequence (Q9UGL1 whole entry, looked up): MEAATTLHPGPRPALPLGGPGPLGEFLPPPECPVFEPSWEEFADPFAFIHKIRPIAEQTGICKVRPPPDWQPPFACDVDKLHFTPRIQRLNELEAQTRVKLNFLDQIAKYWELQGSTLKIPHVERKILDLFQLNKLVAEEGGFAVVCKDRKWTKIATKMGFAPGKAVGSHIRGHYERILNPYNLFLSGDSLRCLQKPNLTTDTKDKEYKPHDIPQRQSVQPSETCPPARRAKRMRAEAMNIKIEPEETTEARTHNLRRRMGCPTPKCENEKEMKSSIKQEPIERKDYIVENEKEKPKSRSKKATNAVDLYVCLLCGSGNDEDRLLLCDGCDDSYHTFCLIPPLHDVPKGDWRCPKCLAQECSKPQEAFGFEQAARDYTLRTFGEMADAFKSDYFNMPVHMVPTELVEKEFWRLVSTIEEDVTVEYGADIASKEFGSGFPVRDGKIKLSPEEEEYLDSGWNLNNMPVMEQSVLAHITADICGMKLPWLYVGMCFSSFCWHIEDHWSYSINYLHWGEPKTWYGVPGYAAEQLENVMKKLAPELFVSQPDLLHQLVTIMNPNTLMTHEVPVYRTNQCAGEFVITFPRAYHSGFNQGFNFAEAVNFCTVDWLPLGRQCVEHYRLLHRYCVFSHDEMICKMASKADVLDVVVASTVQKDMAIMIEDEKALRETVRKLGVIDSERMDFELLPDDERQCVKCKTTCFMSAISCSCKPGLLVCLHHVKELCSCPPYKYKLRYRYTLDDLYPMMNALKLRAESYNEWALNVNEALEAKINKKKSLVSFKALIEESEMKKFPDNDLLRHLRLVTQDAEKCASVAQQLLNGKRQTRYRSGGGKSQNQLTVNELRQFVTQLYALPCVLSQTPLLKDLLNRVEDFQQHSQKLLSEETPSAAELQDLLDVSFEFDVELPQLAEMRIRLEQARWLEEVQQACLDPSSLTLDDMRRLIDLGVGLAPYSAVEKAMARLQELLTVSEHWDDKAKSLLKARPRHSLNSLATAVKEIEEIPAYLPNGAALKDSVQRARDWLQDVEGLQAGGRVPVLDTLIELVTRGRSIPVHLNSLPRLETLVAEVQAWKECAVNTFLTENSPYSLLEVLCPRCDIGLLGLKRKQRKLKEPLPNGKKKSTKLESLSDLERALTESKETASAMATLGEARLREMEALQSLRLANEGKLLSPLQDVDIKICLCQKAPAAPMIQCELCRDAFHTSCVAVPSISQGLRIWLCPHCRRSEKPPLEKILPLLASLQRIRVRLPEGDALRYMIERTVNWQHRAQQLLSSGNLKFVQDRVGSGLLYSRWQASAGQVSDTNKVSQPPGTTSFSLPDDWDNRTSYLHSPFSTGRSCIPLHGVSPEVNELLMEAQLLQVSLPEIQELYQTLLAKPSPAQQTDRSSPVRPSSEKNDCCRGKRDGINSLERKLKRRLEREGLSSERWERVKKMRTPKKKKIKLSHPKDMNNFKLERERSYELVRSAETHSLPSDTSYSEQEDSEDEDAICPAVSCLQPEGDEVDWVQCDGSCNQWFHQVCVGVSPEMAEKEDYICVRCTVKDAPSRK
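Measured: NADH fluorescence change, 30 min, RT. System: KDM5BΔAP 200 nM final, H3K4me3 peptide, α-KG, Fe(II), ascorbate, NAD⁺ plus FDH, pH 7.5 HEPES. Compounds: titrated, 10 min pre-incubation with enzyme.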
* hit, by the source's call; ? = inconclusive; [ ] = remark or other dose. Potency is the fitted concentration of half-maximal effect. This is a subset, so the mix of outcomes need not match the whole.

SMILES	KDM5B inhibitor
O=C(c1nc2nc(-c3ccco3)cc(C(F)(F)F)n2n1)N1CCC2(CC1)OCCO2	?
CCC1CN(C(=O)c2ccc(-c3ccsc3)nc2)CCN1C(C)C (centres undefined)	?
CC1(COc2ccc3[nH]ccc3c2)COc2ccc(C(=O)NCC3CCOCC3)cc2N1 (centres undefined)	?
CC(=O)NCCc1ccc(S(=O)(=O)N2CCN(c3nc(-c4ccccc4)c(C)s3)CC2)cc1	24%
Cc1ccc(-c2c(NC(=O)c3ccco3)n(-c3ccc(C)cc3)nc(C)c2=O)cc1	-15%
N#Cc1ccccc1S(=O)(=O)N1CCN(CC(=O)NCC2(N3CCOCC3)CCCCC2)CC1	-5%
COC[C@@H]1[C@H](NC(=O)c2nc(-c3ccccc3)[nH]c2C)[C@@H]2CCO[C@H]12	-3%
COc1ccc(OCCn2cc(S(=O)(=O)N3CCCC3)ccc2=O)cc1	24%
CC(=O)N1CCc2nn(CC(=O)Nc3ccccc3C)c(=O)cc2C1	-10%
COc1ccc(C(=O)N2CC[C@H](c3nc4ccccc4n3C)C2)cc1OC	5%[86.2 µM]

Compounds shown so far that have four or more nitrogen atoms, in the order listed:
SMILES	KDM5B inhibitor
O=C(c1nc2nc(-c3ccco3)cc(C(F)(F)F)n2n1)N1CCC2(CC1)OCCO2	?
CC(=O)NCCc1ccc(S(=O)(=O)N2CCN(c3nc(-c4ccccc4)c(C)s3)CC2)cc1	24%
N#Cc1ccccc1S(=O)(=O)N1CCN(CC(=O)NCC2(N3CCOCC3)CCCCC2)CC1	-5%
CC(=O)N1CCc2nn(CC(=O)Nc3ccccc3C)c(=O)cc2C1	-10%

The list continues.
SMILES	KDM5B inhibitor
COc1cccc(OC)c1C(=O)Nc1ccc(-c2nc3cc(C)ccc3o2)cc1	-8%
CSCC(=O)N[C@H]1CCN2C(=O)c3cc(/C=C/c4ccccc4)ccc3NC(=O)[C@H]12	16µM*
Cc1ccc(CCNC(=O)C2CCN(c3nnc(C)c4c(C)n(-c5ccccc5)nc34)CC2)cc1	?
CC(O)CNC(=O)c1ccccc1 (centres undefined)	5%
COc1cc(CNC(=O)c2ccc3nc(Cc4ccccc4)oc3c2)cc(OC)c1OC	-15%
CCCCOc1ccc(C(=O)Nc2sc3c(c2C(=O)OCC)CCCCC3)cc1	?
O=S(=O)(Nc1nc2ccccc2nc1NCc1ccc(Cl)cc1)c1ccccc1	6%
Cn1ncc2c(C(=O)N3CCC(C#N)CC3)cc(-c3cc(Cl)cc(Cl)c3)nc21	-13%[115 µM]
Cc1ccc(NC(=O)c2cccc(N3CCCS3(=O)=O)c2)cc1C	-4%
Nc1cc(C(=O)OCC(=O)NCCNC(=O)COC(=O)c2ccc(Cl)c(N)c2)ccc1Cl	?

Some of the entries so far, with each value named:
Cc1ccc(NC(=O)c2cccc(N3CCCS3(=O)=O)c2)cc1C
  KDM5B inhibitor: -4%
Nc1cc(C(=O)OCC(=O)NCCNC(=O)COC(=O)c2ccc(Cl)c(N)c2)ccc1Cl
  KDM5B inhibitor: ?

New compounds follow
SMILES	KDM5B inhibitor
Cc1ccc(-n2nc(C)c([C@H]3C=C[C@@H](OC(=O)Nc4cccc(C(F)(F)F)c4)C3)c2C)cc1Cl	-2%
O=C1NC2(CCCN(Cc3ccccc3)C2)Oc2ccccc21 (centres undefined)	18%[86.2 µM]
COc1ccc(C(=O)Nc2ccc3oc(-c4ccncc4)nc3c2)c(OC)c1	5%
CCCc1cc(NCc2cn3c(n2)SCC3)n2nccc2n1	?
CN(C(=O)CSc1cn(CC(=O)N2CCCC2)c2ccccc12)c1ccccc1	-21%
O=C(Cn1ncc2c(=O)oc3ccccc3c21)NCc1ccc(Cl)cc1	-6%
CC(C)OC(=O)c1c(NC(=O)C2c3ccccc3Oc3ccccc32)sc2c1CCCC2	?
Cc1ccc(NC(=O)CSc2nc3ccc(NC(=O)c4cccs4)cc3s2)c(C)c1	355%[activator]
O=C(O)CCn1ncc2cc(OCC3CCN(c4ncccn4)CC3)ccc21	?
Cc1ccccc1C(=O)Oc1ccc(OCc2ccccc2)cc1	-10%
COc1ccc(-c2nc(C3CC3)nc3c2CN(C(=O)c2ccc4c(c2)OCO4)CC3)cc1	?
COc1ccccc1CN(Cc1ccco1)c1cnc(S(C)(=O)=O)nc1C(=O)Nc1ccccc1Cl	?
CN(C)c1ccc(C(=O)NNC(=O)c2ccccc2F)cc1	31%[activator]
CCOc1cc(C(=O)Nc2ccc(-c3nc4cc(C)ccc4o3)cc2)cc(OCC)c1OCC	?
N#Cc1ccc(CN2CC(CNC(=O)c3ccccc3)C3(C2)CN(c2ccccc2)C3)cc1 (centres undefined)	?
Cc1ccc(SCc2cc(=O)[nH]c(Nc3nc(C)c4ccc(C)cc4n3)n2)cc1	8%
Cc1ccc(C)c(NCc2nnc(-c3ccc(Br)cc3)o2)c1	8%
CSc1ccccc1NC(=O)c1ccsc1	26%
CC(=O)c1ccc(OCc2ccc(Cl)cc2Cl)cc1	14%
Cc1ccc(C)c(/C=C/c2cc(C(=O)O)c3ccccc3n2)c1	?
O=C1CC(=O)Nc2cc(S(=O)(=O)Nc3ccc(F)cc3Cl)ccc2N1	5%
CCOc1ccccc1NC(=O)C(C)Sc1cc(-c2ccccc2)nc(C)n1 (centres undefined)	?
O=C(Nc1ccc(S(=O)(=O)Nc2ncccn2)cc1)c1cccc(Cl)c1	22%
CS(=O)(=O)N(Cc1cccnc1)C1CN(C(=O)CCc2c[nH]c3ccccc23)C1	15%
CCc1cccc(N2C(=O)CS(=O)(=O)C23C(=O)N(Cc2ccc(F)cc2)c2ccc(C)cc23)c1 (centres undefined)	-11%
CCOc1ccc(CC(=O)N2CCC(Cc3nc(-c4ccc(OC)cc4)no3)CC2)cc1	1%
CS(=O)(=O)N(Cc1ccccc1)c1ccc(C(=O)Nc2cccc(Cl)c2)cc1	?
Cc1cc(C(F)(F)F)c(C#N)c(SCC#N)n1	16%
Cc1cccn2c(=O)c(/C=C(\C#N)c3nc4ccccc4s3)c(Oc3ccc(F)cc3)nc12	?
CC1(CNC(=O)C2COc3ccccc3O2)CCOCC1 (centres undefined)	23%
CC(C)NC(=O)C1COC2(CCN(C(=O)c3ccccc3Cl)CC2)N1C(=O)c1ccccc1 (centres undefined)	-9%
COc1cccc(NC(=O)Cn2nc3n(c2=O)CCCCC3)c1	10%
COc1ccc(CC(=O)NCc2nc3cccnc3n2Cc2ccccc2)cc1	-12%
CCCCn1c(-c2ccco2)nc2oc3ccccc3c(=O)c2c1=O	-3%
CCCCN(CC(N)=O)CC(=O)NC(N)=O	15%
COCCNC(=O)C[C@@H]1C[C@H]2O[C@H](CNC(=O)Nc3cccc(Cl)c3)[C@@H](O)[C@H]2O1	-3%[86.2 µM]
CC1CCN(Cc2nnnn2CC(=O)N(Cc2ccncc2)CC2CCCO2)CC1 (centres undefined)	-14%
CCc1ccccc1NC(=O)Cn1c(N(C)Cc2ccccc2)nc(C)cc1=O	-11%
COc1ccc(Br)cc1CNC(=O)c1cnc2sc(N3CCCCCC3)nn2c1=O	?
CC(C)(C)OC(=O)NCCCCCc1nnc(SCc2ccccc2F)o1	24%
COCCn1cnc2c1c(=O)n(CC(=O)OCc1cccc(F)c1)c(=O)n2Cc1ccccc1	-18%
O=C(O)C1CC2(CCN(C(=O)CN3CCCC3=O)CC2)CN1 (centres undefined)	18%
O=C(Cc1cccs1)NC(C(=O)Nc1ccc2c(c1)OCO2)c1ccccc1 (centres undefined)	19%
O=C(CCNc1c(-c2ccccc2)nc2cnccn12)N1CCCC1	28µM*
CC(C)(C)c1ccc(C(=O)NCC(c2ccc(Cl)cc2)N2CCOCC2)cc1 (centres undefined)	-21%
COc1ccc(CCNc2ncnc3c2cnn3-c2ccc(C)c(Cl)c2)cc1	?
CN(Cc1cccn1C)CC1CCCCC1	-20%[115 µM]
COc1cccc(-n2c(SCC(=O)Nc3cccc(C)c3)nc3c([nH]c4ccccc43)c2=O)c1	?
COc1cc(/C=N/NC(=O)c2ccc(O)cc2)ccc1OCC(=O)N1CC(C)OC(C)C1 (centres undefined)	42%[activator]
Cc1ccc(NC(=O)NCC(O)c2ccc(F)c(F)c2)cc1C (centres undefined)	-10%

Continued:
SMILES	KDM5B inhibitor
CC(=O)Nc1ccc(Nc2nc(-c3c(C)nc4ccccn34)cs2)cc1	?
C[C@@H]1C(=O)O[C@H]2[C@H]1CC[C@@]1(C)Cc3sc(Nc4ccc(F)cc4)nc3[C@@H](C)[C@H]21	-25%[86.2 µM]
CC(C)C(=O)/C(C#N)=C\c1cc2ccccc2nc1N1CCOCC1	10%
CCC(=O)N1CCC2(CC1)CC(N1CCOCC1)CCO2 (centres undefined)	-15%
Cc1cccc(C(=O)OCc2cc(=O)n3c(C)csc3n2)c1	46%[activator]
CCOc1ccc2nc(SCc3nc(-c4ccc(Cl)cc4)no3)[nH]c2c1	20%
O=C1CCCC2=C1C(c1ccc(OCc3ccccc3)cc1)c1c([nH]n(-c3ccccc3)c1=O)N2 (centres undefined)	-6%
CC1=C[C@@H](CNCc2ccccc2F)[C@H](C(C)C)C[C@H]1Cc1nc2c(C)cccc2[nH]1	-23%[86.2 µM]
CC(=O)NCC(=O)N1CCCn2cc(-c3ccc4c(c3)OCO4)nc21	?
CC1(C)CC(NC(=S)Nc2cc(F)cc(F)c2)CC(C)(C)N1	8%

Shown with the structure last: 3 of the compounds above
KDM5B inhibitor,mol
42%[activator],COc1cc(/C=N/NC(=O)c2ccc(O)cc2)ccc1OCC(=O)N1CC(C)OC(C)C1 (centres undefined)
?,O=C(O)CCn1ncc2cc(OCC3CCN(c4ncccn4)CC3)ccc21
-21%,CC(C)(C)c1ccc(C(=O)NCC(c2ccc(Cl)cc2)N2CCOCC2)cc1 (centres undefined)

The list continues:
SMILES	KDM5B inhibitor
COc1ccccc1-c1[nH]nc2ncc(-c3cccnc3OC)nc12	-23%[86.2 µM]
Cc1nc(CN(C)C(=O)c2cc(Cn3c(C)nc4ccccc43)on2)cs1	3%
O=C(NC(c1ccccc1)c1ccccc1)c1cc(=O)c2ccccc2o1	-4%
CCOc1cc(Br)c(C2C(C#N)=C(N)Oc3c2ccc2ccccc32)cc1OC (centres undefined)	-20%
CCOC(=O)c1sc(NC(=O)C2CC(=O)N(c3ccc4c(c3)OCCO4)C2)nc1C (centres undefined)	7%
COc1ccccc1C(=O)N[C@@H]1CN(Cc2ccccn2)C[C@H]1CN(C)C	?
Cc1ccccc1C(=O)NCC(c1cccnc1)N1CCc2ccccc21 (centres undefined)	20%
CC(C)Cc1ccc(C(C)NC(=O)C(Cc2ccccc2)NC(=O)c2ccccc2)cc1 (centres undefined)	-14%
Cc1cc2c(cc1NC(=O)c1ccccc1Cl)n(C)c(=O)c(=O)n2C	-21%
Cc1ccc(-c2onc(C)c2C)cc1S(=O)(=O)NC1CCCCC1	?
CCNc1c(NC(=O)NCC(C)C)c(=O)oc2ccccc12	21%
CCc1ccc(NC(=O)Cn2c(=O)n(-c3cc(OC)c(OC)c(OC)c3)c(=O)c3ccccc32)cc1	-9%
CNC(=O)[C@@H]1C[C@@H](O)CN1C1CCN(C(=O)C2CCCC2)CC1	-5%
O=C(Cn1nc(C(=O)O)c2ccccc2c1=O)Nc1ccc(Cl)cc1	23%
CSc1ccc(CNC(=O)c2ccccc2NC(=O)c2nsc3ccccc23)cc1	?
COc1ccc(CCNC(=O)CN(c2ccc(F)c(Cl)c2)S(C)(=O)=O)cc1OC	11%
NC(=O)C(Sc1ccc2c(c1)OCCCO2)c1ccccc1 (centres undefined)	29%
CC(=O)N1CCC(N2C[C@@H]3C[C@H](C2)c2ccc(-c4ccccc4CN(C)C)c(=O)n2C3)CC1	?
COCCn1c(CO)nnc1C1CC(NC(=O)c2cn3ccsc3n2)C1 (centres undefined)	38%[activator]
O=C(/C(=C/c1cccs1)c1nc2ccccc2o1)c1ccccc1	-5%
CCOC(=O)C1CCN(C(=O)COc2cc(O)c3c(=O)cc(-c4ccccc4)oc3c2)CC1	-5%
COC(=O)CCSc1nnc(-c2nn(Cc3ccccc3)c(=O)c3ccccc23)o1	8%
CC(Cc1cccs1)N(Cc1ccccc1)C(=O)c1cccc(S(=O)(=O)N2CCOCC2)c1 (centres undefined)	-19%
Cc1ccc2c(C(=O)O)cc(-c3ccccc3)nc2c1C	416%[activator]
COC(=O)c1cccc(C(=O)N2CCC(Cc3nc(-c4cnccn4)no3)CC2)c1	15%
NC(=O)COc1ccc(Cl)cc1CN1CCCC(CO)(CC2CC2)C1 (centres undefined)	23%
COc1ccc(-n2c(SCC(=O)Nc3ccc4c(c3)OCO4)nc3c([nH]c4ccccc43)c2=O)cc1	-20%
C[C@H]1[C@@H]2[C@@H](O)C([C@H](C)C(=O)NC3CCCCC3)CC[C@@]2(C)CC[C@@H]1NC(=O)C1CCCCC1 (some centres undefined)	-12%
O=C(NCCCNC(=O)c1c(Cl)cccc1Cl)c1c(Cl)cccc1Cl	30%[activator]
Cc1ccc(CN2CC[C@@](C)(O)[C@H](N3CCCC3)C2)o1	?
Cc1oc(-c2ccccc2)nc1C(=O)NCC(C)N1CCOCC1 (centres undefined)	-4%
CC(C)CNC(=O)NC(=O)COC(=O)c1cc(F)cc(F)c1	-11%
Cc1ccc(CC(=O)c2ccccc2)cc1C	19%
Cc1ccc(NCc2cc3ccc(C)cc3[nH]c2=O)c(C)c1	8%
Cc1noc(C)c1Cc1ccc(C(=O)N2CC(N(Cc3cccnc3)CC(C)C)C2)o1	-17%
Cc1cccc(C(C(=O)N2CCN(S(=O)(=O)N(C)C)CC2)N(C)C)c1 (centres undefined)	-8%
Cc1nc(CCNS(=O)(=O)c2cn(C)cn2)no1	-1%
CCOC(=O)c1cnn(-c2ccc([N+](=O)[O-])cc2)c1N	14%
